Assay outcomes: PubChem BioAssay, National Center for Advancing Translational Sciences (NCATS)
12-LOX inh: inhibitors of human 12S-lipoxygenase ALOX12; P18054; purified 12hLO, xylenol orange hydroperoxide absorbance; Potency, µM (series often up to 108 µM), inactives show at the highest dose activity change, negative = inhibition, actives largely listed as inhibitors; 1.1% of 580,000 active; note: potency is the fitted concentration of half-maximal effect; % is set by controls: 0 for no effect and ±100 for the full control effect
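Hydroperoxide product was detected by ferrous iron/xylenol orange as the 573 to 405 nm absorbance ratio. Arachidonic acid at 40 uM (final) was turned over for 30 min at room temperature by 150 nM human 12hLO, pH 7.0 Hepes buffer, after 15 min compound preincubation.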
BLM helicase inh: Bloom syndrome helicase (human) inhibition | P54132 | recombinant BLM DNA unwinding, fluorescence dequenching | Potency, µM (highest dose often 56.1 µM), without a hit: at the top dose activity change, negative = inhibition, usual class: inhibitors | 0.2% of 350,000 active | AID 2528;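 note: potency is the fitted concentration of half-maximal effect; plate controls were vehicle for no effect and no enzyme for full effect; nearly all actives have a fitted effect of over 35% in size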
Pol kappa inh: inhibitors of human DNA polymerase kappa; Q9UBT6; purified Pol kappa, fluorescent DNA synthesis assay, 10 min; Potency, µM (top dose mostly 107 µM), without a hit: at the highest dose activity, negative = inhibition, hits mostly inhibitors; 0.53% of 400,000 active; note: potency is the fitted concentration of half-maximal effect; % is set by controls: 0 for no effect and ±100 for the full control effect
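10 nM Pol kappa was preincubated with compounds for 15 min at room temperature. Reaction started with 50 nM (final) substrate. Fluorescence read kinetically at 0 and 10 min.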
Pol beta inh: inhibitors of human DNA polymerase beta | Potency, µM (titrated, usually from 114 µM), without a hit: at the top dose activity change, negative = inhibition, actives largely listed as inhibitors | Pol beta primer extension/strand displacement, fluorescence kinetic | AID 485314 | P06746 | 1.3% of 340,000 active; note: potency is the fitted concentration of half-maximal effect; % is set by controls: 0 for no effect and ±100 for the full control effect
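Reaction started by 50 nM substrate onto compound-treated Pol beta (10 nM, 15 min preincubation, room temperature); plates read at 0 min and 10 min. Normalized concentration-effect data fitted by four-parameter Hill equation.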
APEX1 inh: inhibitors of human APE1 endonuclease; P27695; recombinant APE1, TAMRA/BHQ-2 abasic DNA cleavage fluorescence; Potency, µM (titrated, usually from 65.8 µM), inactives show at the top dose activity change, negative = inhibition, usual class: inhibitors; 0.35% of 350,000 active;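 note: potency is the fitted concentration of half-maximal effect; plate controls were vehicle for no effect and reference inhibitor for full effect; nearly all actives have a fitted effect of over 55% in size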
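Kinetic fluorescence read (525 ex/598 em nm, three reads 60 s apart) of AP-site incision; signal = third minus first read. Enzyme 0.75 nM, dual-labelled THF duplex 50 nM, compound preincubation 15 min RT.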
POLI inh: blocks human DNA polymerase iota activity | Pol iota fluorescent replication assay, 10 min | Potency, µM (top dose mostly 115 µM), without a hit: top-dose activity, negative = inhibition, actives largely listed as inhibitors | 1% of 390,000 active; note: potency is the fitted concentration of half-maximal effect
Target sequence (Q9UNA4 whole entry, looked up): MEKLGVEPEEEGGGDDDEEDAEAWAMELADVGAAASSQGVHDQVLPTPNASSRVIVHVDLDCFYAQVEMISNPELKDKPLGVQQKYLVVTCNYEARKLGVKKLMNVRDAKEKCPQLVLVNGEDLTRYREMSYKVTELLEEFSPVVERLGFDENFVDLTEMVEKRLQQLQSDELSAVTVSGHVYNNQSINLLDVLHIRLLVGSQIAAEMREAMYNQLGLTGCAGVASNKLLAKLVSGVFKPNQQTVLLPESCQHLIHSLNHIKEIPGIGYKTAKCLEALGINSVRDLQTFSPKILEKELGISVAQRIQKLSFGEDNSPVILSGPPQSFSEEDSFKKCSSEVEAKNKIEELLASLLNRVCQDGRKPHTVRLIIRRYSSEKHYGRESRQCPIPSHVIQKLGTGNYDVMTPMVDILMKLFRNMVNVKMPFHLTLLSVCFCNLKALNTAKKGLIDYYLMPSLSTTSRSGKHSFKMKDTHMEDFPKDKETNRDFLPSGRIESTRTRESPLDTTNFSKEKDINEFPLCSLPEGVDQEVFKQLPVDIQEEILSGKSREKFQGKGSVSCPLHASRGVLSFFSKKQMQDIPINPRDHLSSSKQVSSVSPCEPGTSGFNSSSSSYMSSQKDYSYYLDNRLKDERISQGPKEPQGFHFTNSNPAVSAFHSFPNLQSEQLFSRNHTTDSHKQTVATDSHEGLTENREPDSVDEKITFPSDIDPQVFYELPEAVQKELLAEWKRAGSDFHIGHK
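Fluorescent replication assay read twice, at 0 min and 10 min after adding 50 nM (final) substrate. Enzyme (10 nM) and compounds were first incubated 15 min at room temperature; enzyme-free buffer wells were negative controls.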
ERG Ets-DNA blk: inhibitors of human ERG Ets domain-DNA interaction | P11308 | fluorescence polarization, His-ERG Ets domain / labelled DNA | Potency, µM (series often up to 76.9 µM), for inactives: at the highest dose FP activity, negative = inhibition, actives largely listed as inhibitors | 0.028% of 370,000 active; active = well fitted inhibition curve with a large enough effect in the polarisation, with a control signal flat; inconclusive = small, poorly fitted or top-dose-only effect, or effect the other way, or a change in a side signal; inactive = no such curve, though single readings can be large or run the other way; the % refers to the polarisation;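 note: polarization taken with two DNA probes labelled with fluorescein and Texas red; potency is the fitted concentration of half-maximal effect; % of control where 0% means no effect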
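His-tagged ERG Ets domain (1 uM in the protein solution; 300mM KCl, 50mM Tris-HCl, 1mM EDTA, 1mM DTT, pH 7.5) received compound, then a probe mix of 5 nM fluorescein-DNA and 100nM Texas-615-DNA. Fluorescence polarization was read for both dyes.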
Anesthetic bind: candidate novel general anesthetic via apoferritin binding | 0.074% of 350,000 active | P02791 | AID 485281 | apoferritin/1-aminoanthracene competitive binding, fluorescence | Potency, µM (highest dose often 77.5 µM), inactives show at the top dose activity change, negative = displacement, hits mostly inhibitors; note: potency is the fitted concentration of half-maximal effect; % is set by controls: 0 for no effect and ±100 for the full control effect; nearly all actives have a fitted effect of over 20% in size
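Apoferritin-based anesthetic binding model; compound displacement of fluorescent 1-AMA measured as endpoint fluorescence after 10 minutes at room temperature, scaled to free-ligand and complex controls.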
TRHR ag: activates the human TRH receptor. P34981. TRHR cells, calcium flux fluo-8, FDSS agonist mode. activation, % at 2 µM. 0.18% of 360,000 active. AID 493084; in the data active = activation above about 30%; note: 0% is about no effect
Target sequence (P34981 whole entry, looked up): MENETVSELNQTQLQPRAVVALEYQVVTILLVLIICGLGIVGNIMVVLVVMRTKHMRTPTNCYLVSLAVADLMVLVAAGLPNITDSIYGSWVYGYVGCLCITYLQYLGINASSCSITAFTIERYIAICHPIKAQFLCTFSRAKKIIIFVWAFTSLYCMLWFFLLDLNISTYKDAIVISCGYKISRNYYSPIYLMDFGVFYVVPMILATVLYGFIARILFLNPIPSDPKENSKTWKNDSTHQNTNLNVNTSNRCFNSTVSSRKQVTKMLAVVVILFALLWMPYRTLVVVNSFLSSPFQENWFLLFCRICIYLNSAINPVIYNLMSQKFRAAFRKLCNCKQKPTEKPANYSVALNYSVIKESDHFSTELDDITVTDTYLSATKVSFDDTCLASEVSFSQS
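Fluo-8-loaded TRHR cells; 10 s baseline, compound added, kinetic Ca2+ fluorescence read 1/s, agonist mode.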
Active calls of the source: *; [ ] = remark or other dose. Unless noted, calls come from the whole dose curve; as a rule, active = well fitted curve in the direction sought with a large enough effect; inconclusive = small, poorly fitted or top-dose-only effect, or another doubt; inactive = no such curve, though single readings can be large; an effect the other way counts as inactive or inconclusive. These rows are one share of the data. The share of hits here may be higher or lower than overall.

O=C(Nc1ccccc1)c1sc(N2CCOCC2)nc1-c1ccccc1 was read as 12-LOX inh -5%, BLM helicase inh 2%, Pol kappa inh -4%, Pol beta inh 12%, APEX1 inh 4%, POLI inh -1%, ERG Ets-DNA blk 2%, Anesthetic bind -2% and TRHR ag -0.5.
`Brc1ccc2ncnc(Nc3cccc4ccccc34)c2c1` gave 12-LOX inh 19%, BLM helicase inh -6%, Pol kappa inh -5%, Pol beta inh 2%, APEX1 inh -4%, POLI inh 17%, Anesthetic bind -7% and TRHR ag -0.2.
CCN1C(=O)[C@@H]2[C@@H](c3ccc(-c4ccc(OC)cc4)c(OC)c3)N3CCCC[C@@]3(C(=O)OC)[C@@H]2C1=O was read as 12-LOX inh -17%, Pol kappa inh -11%, APEX1 inh -16%, POLI inh -19%, ERG Ets-DNA blk 1% and TRHR ag 0.1.
Cc1ccc(NC(=O)c2ccc(OC(F)F)cc2)cc1S(=O)(=O)N(C)C was read as 12-LOX inh -14%, BLM helicase inh -6%, Pol kappa inh -5%, Pol beta inh 4%, APEX1 inh 1%, POLI inh -4%, ERG Ets-DNA blk -2%, Anesthetic bind 0% and TRHR ag 0.8.
O=C(Oc1ccc(C(=S)N2CCOCC2)cc1Br)c1cc(Cl)ccc1Cl was read as 12-LOX inh 0%, BLM helicase inh -6%, Pol kappa inh -3%, Pol beta inh 18%, APEX1 inh -1%, POLI inh inconclusive, ERG Ets-DNA blk -7%, Anesthetic bind inconclusive and TRHR ag -0.1.
`CC(c1ccc(F)cc1)n1c(-c2ccc3ccccc3n2)n[nH]c1=S` (configuration not stated) gave 12-LOX inh inconclusive, BLM helicase inh -8%, Pol kappa inh -8%, Pol beta inh -1%, APEX1 inh -3%, POLI inh inconclusive, Anesthetic bind inconclusive and TRHR ag 1.1.
Screening OC(COC(c1ccc(F)cc1)c1ccc(F)cc1)CN1CCCC(C(F)(F)F)C1 (configuration not stated) returned 12-LOX inh inconclusive, BLM helicase inh -4%, Pol kappa inh -2%, Pol beta inh 18%, APEX1 inh 0%, POLI inh 84%[activator], ERG Ets-DNA blk -9%, Anesthetic bind -14% and TRHR ag 0.3.
`Cc1ccc(C2(C)NC(=O)N(CC(=O)Nc3cc(S(=O)(=O)N4CCOCC4)ccc3OC(C)C)C2=O)cc1` (configuration not stated) gave 12-LOX inh 142%[activator], Pol kappa inh -24%, POLI inh -25% and ERG Ets-DNA blk -10%.
For Cc1ccc(NCC(=O)N/N=C/c2cc(O)ccc2[N+](=O)[O-])cc1 the results were 12-LOX inh inconclusive, BLM helicase inh -4%, Pol kappa inh -5%, Pol beta inh 18%, APEX1 inh -16%, POLI inh 36%[activator], ERG Ets-DNA blk 1%, Anesthetic bind inconclusive and TRHR ag 0.1.
CCN(CC)c1ccc(/C=N/NC(=O)c2c(Cl)c(C)nn2C)cc1 was read as 12-LOX inh 19%, BLM helicase inh 1%, Pol kappa inh -4%, Pol beta inh 24%, APEX1 inh 1%, POLI inh 16%, ERG Ets-DNA blk -2%, Anesthetic bind 97%[activator] and TRHR ag -0.1.
CCOc1cc(CNc2ccc3c(c2)CCC3)ccc1OC was read as BLM helicase inh -5%, Pol beta inh 15%, APEX1 inh 5%, Anesthetic bind inconclusive and TRHR ag 0.4.
`COc1ccccc1OCCSc1nnc(C)n1-c1ccccc1` gave 12-LOX inh 0%, BLM helicase inh -1%, Pol kappa inh -4%, Pol beta inh -3%, APEX1 inh 1%, POLI inh 12%, ERG Ets-DNA blk -10%, Anesthetic bind -6% and TRHR ag 0.0.
For CS(=O)(=O)c1ccccc1-c1nnc(NC(=O)c2ccc3c(c2)OCCO3)o1 the results were 12-LOX inh -11%, BLM helicase inh -2%, Pol kappa inh -12%[60.1 µM], Pol beta inh 18%, POLI inh 3%, ERG Ets-DNA blk -2%, Anesthetic bind -15% and TRHR ag 0.2.
O=C(CCC(=O)N(CC(=O)NC1CCCC1)Cc1ccccc1Cl)Nc1nccs1 was read as 12-LOX inh 2%, BLM helicase inh -1%, Pol kappa inh -3%, Pol beta inh -7%, APEX1 inh 6%[12.4 µM], POLI inh -9%, ERG Ets-DNA blk -1%, Anesthetic bind -5% and TRHR ag -0.4.
`CCOC(=O)N1CCN(C(=O)c2cnn3c(C)c(Cc4ccc(C)cc4)c(C)nc23)CC1` gave BLM helicase inh 4%, Pol kappa inh -7%, Pol beta inh 17%, APEX1 inh -4%, POLI inh -2%, ERG Ets-DNA blk 2%, Anesthetic bind -10% and TRHR ag -0.4.

A stretch from the list above:
`Cc1ccc(C2(C)NC(=O)N(CC(=O)Nc3cc(S(=O)(=O)N4CCOCC4)ccc3OC(C)C)C2=O)cc1` (configuration not stated) gave 12-LOX inh 142%[activator], Pol kappa inh -24%, POLI inh -25% and ERG Ets-DNA blk -10%.
For Cc1ccc(NCC(=O)N/N=C/c2cc(O)ccc2[N+](=O)[O-])cc1 the results were 12-LOX inh inconclusive, BLM helicase inh -4%, Pol kappa inh -5%, Pol beta inh 18%, APEX1 inh -16%, POLI inh 36%[activator], ERG Ets-DNA blk 1%, Anesthetic bind inconclusive and TRHR ag 0.1.

(further entries)
COc1ccc(N=Cc2c(O)ccc3ccccc23)cc1 was read as 12-LOX inh inconclusive, BLM helicase inh -8%, Pol kappa inh -3%, Pol beta inh -30%, APEX1 inh -8%, POLI inh 50%[activator], ERG Ets-DNA blk -2%, Anesthetic bind inconclusive and TRHR ag 7.1.
`CC(=O)Nc1cnc2ccccc2n1` gave 12-LOX inh -16%, BLM helicase inh -8%, Pol kappa inh 8%, Pol beta inh -2%, APEX1 inh -3%, POLI inh 32%[activator], ERG Ets-DNA blk 0%, Anesthetic bind 1% and TRHR ag -0.2.
Screening CC1=C(C(=O)NCc2ccccc2)C(c2cccnc2)n2ncnc2N1 (configuration not stated) returned 12-LOX inh 0%, BLM helicase inh -2%, Pol kappa inh -7%, Pol beta inh -3%, APEX1 inh 1%, POLI inh -6%, ERG Ets-DNA blk 11%, Anesthetic bind -17% and TRHR ag 0.8.
For Cc1[nH]oc(=O)c1N=Nc1c(Cl)cccc1Cl the results were 12-LOX inh -4%, BLM helicase inh 3%, Pol kappa inh -1%, Pol beta inh 46%, APEX1 inh 4%, POLI inh 7%, ERG Ets-DNA blk -4%, Anesthetic bind 6% and TRHR ag -0.4.
For CCOC(=O)c1c(N)nn(C(=O)C(C)C)c1-c1ccc(OC)cc1 the results were 12-LOX inh -14%, BLM helicase inh -13%, Pol kappa inh -9%, Pol beta inh 11%, APEX1 inh 0%, POLI inh 2%, ERG Ets-DNA blk -3%, Anesthetic bind -16% and TRHR ag 0.1.
O=C(Nc1sc2c(c1C(=O)O)CCC2)C(=O)N1CCOCC1 was read as 12-LOX inh 0%, BLM helicase inh -16%, Pol kappa inh -7%, Pol beta inh inconclusive, APEX1 inh 21%, POLI inh inconclusive, ERG Ets-DNA blk 7%, Anesthetic bind -13% and TRHR ag 0.6.
Screening Clc1ccc(-n2cccc2/C=N/n2cnnc2)cc1 returned 12-LOX inh -18%, BLM helicase inh -1%, Pol kappa inh -1%, Pol beta inh 1%, APEX1 inh -10%, POLI inh -15%, ERG Ets-DNA blk -5%, Anesthetic bind -16% and TRHR ag -0.3.
`CCCCc1ccc(NC(=S)N2CCN(c3ccccn3)CC2)cc1` gave 12-LOX inh -11%, BLM helicase inh -2%, Pol kappa inh -7%, Pol beta inh 39%, APEX1 inh 25%, POLI inh -3%, ERG Ets-DNA blk -2%, Anesthetic bind -15% and TRHR ag -0.6.
For CCN(C[C@H]1N[C@@](CC)(C(=O)OC)[C@H]2C(=O)N(Cc3ccccc3)C(=O)[C@@H]12)C(=O)Nc1ccc(C)cc1 the results were 12-LOX inh 8%, Pol kappa inh 19%, APEX1 inh 43%, POLI inh 33%[activator] and ERG Ets-DNA blk 0%.
Screening CCN1C(=O)C=CC1=O returned Pol kappa inh 2%[60.1 µM], Pol beta inh -2%[57.1 µM], APEX1 inh 15% and POLI inh -3%[58.9 µM].
Screening CC(=O)c1c(N2CCOCC2)nc(=S)n(Cc2ccccc2)c1C returned 12-LOX inh 0%, BLM helicase inh -2%, Pol kappa inh -5%, Pol beta inh 3%, APEX1 inh 2%, POLI inh inconclusive, ERG Ets-DNA blk 4%, Anesthetic bind -2% and TRHR ag -1.2.
For CCN1C(=O)C(CC(=O)Nc2ccc(F)cc2)N(CCc2ccc(OC)cc2)C1=S (configuration not stated) the results were 12-LOX inh inconclusive, BLM helicase inh -13%, Pol kappa inh -13%, Pol beta inh 22%, APEX1 inh -7%, POLI inh 79%[activator], ERG Ets-DNA blk -1%, Anesthetic bind -9% and TRHR ag 3.1.
Screening Cc1ccc2occ(CC(=O)N(Cc3ccc(N(C)C)cc3)C3CCS(=O)(=O)C3)c2c1 (configuration not stated) returned 12-LOX inh 0%, BLM helicase inh -3%, Pol kappa inh -1%, Pol beta inh -10%, POLI inh 3%, ERG Ets-DNA blk -2%, Anesthetic bind -16% and TRHR ag -0.7.
O=C(Nc1c[nH]c(=O)[nH]c1=O)c1cccc(F)c1 was read as 12-LOX inh 20%, BLM helicase inh -2%, Pol kappa inh 1%, Pol beta inh 5%, APEX1 inh 23%, POLI inh 68%[activator], ERG Ets-DNA blk -4%, Anesthetic bind -1% and TRHR ag -1.5.
For N#Cc1ccc(S(=O)(=O)N2CCN(C(=O)c3cn(-c4ccccc4)nc3-c3cccnc3)CC2)cc1 the results were 12-LOX inh -24%, Pol kappa inh 3%, POLI inh -23% and ERG Ets-DNA blk 12%.
Screening O=C1CC(NCc2ccc(F)cc2)C(=O)N1c1ccccc1 (configuration not stated) returned 12-LOX inh -4%, BLM helicase inh -1%, Pol kappa inh -2%, Pol beta inh inconclusive, APEX1 inh 0%, POLI inh 0%, ERG Ets-DNA blk -13%, Anesthetic bind -9% and TRHR ag -0.9.
For CSc1ccc(CNc2ccc(C)cc2)cc1 the results were 12-LOX inh 1%, BLM helicase inh -8%, Pol kappa inh -7%, Pol beta inh 4%, APEX1 inh -5%, POLI inh -18%, Anesthetic bind inconclusive and TRHR ag 0.3.
